Assay outcomes deposited in PubChem by National Center for Advancing Translational Sciences (NCATS).
A549 viability = counter-screen for Nrf2 inhibitors: cytotoxicity in A549 cells; A549 ARE-Fluc cells, CellTiter-Fluor viability, 18-24 h; Potency, µM (series often up to 46 µM), without a hit: top-dose activity change, negative = cytotoxicity, most hits filed as inhibitors; 390,000 compounds, 0.16% hits; AID 504648; further: potency means the concentration at half of the fitted maximal effect; on the % scale 0 is the no-effect control and ±100 the full control effect
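A549 ARE_Fluc cells in 5% FBS OPTI-MEM were exposed to compounds in concentration-response for 18-24 h at 37 deg C. Viability was read by CellTiter-Fluor fluorescence (Ex 405/Em 525) after 30 min, before the luciferase read.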
ATXN2 expr inh = reduces ATXN2 reporter expression in HEK-293 cells | HEK-293 ATXN2-luciferase reporter, luminescence, 24 h | Potency, µM (titrated, usually from 57 µM), inactives show at the top dose activity change, negative = inhibition, actives largely listed as inhibitors | 360,000 compounds, 0.72% hits | AID 1745845; further: potency means the concentration at half of the fitted maximal effect; on the % scale 0 is the no-effect control and ±100 the full control effect; nearly all actives have a fitted effect of over 55% in size
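ATXN2-luciferase reporter cells (luciferase flanked by upstream and downstream ATXN2 gene portions) were treated 24 h at 37 °C with compounds at up to 57 uM. SteadyGlo luminescence gave expression; GF-AFC fluorescence gave viability.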
Nrf2 activator = activators of Nrf2 (ARE) signaling | 410,000 compounds, 0.31% hits | AREc32 ARE-luciferase reporter (MCF7-derived line), luminescence, 24 h | Potency, µM (titrated, usually from 46.1 µM), without a hit: top-dose activation, most hits filed as activators; further: potency means the concentration at half of the fitted maximal effect; % of control where 0% means no effect; nearly all actives have a fitted effect of over 65% in size
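Each well held 1000 AREc32 cells, which were incubated with compound for 24 hr at 37 deg C after overnight attachment, and ARE reporter activity was quantified by firefly luciferase luminescence.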
HepG2 tox = HepG2 cytotoxicity, counter-screen for TGF-b inhibitors; HepG2 CAGA-GFP viability, ATP luminescence, 18 h; Potency, µM (titrated, usually from 46.1 µM), for inactives: top-dose activity change, negative = cytotoxicity, most hits filed as cytotoxic; 410,000 compounds, 0.76% hits; AID 588856; further: potency means the concentration at half of the fitted maximal effect; some results filed as inactive show a strong effect at the top dose
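CellTiter-Glo luminescence gave cytotoxicity after 18 hours at 37 degrees C. The cells were HepG2 CAGA-GFP in 1% FBS DMEM, stimulated with 500 pg/mL TGF-beta after compound addition. %Activity was normalised to no-cell wells (complete cell-killing) and DMSO (no toxicity), and curves were fitted and classified.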
EPAC2 agonist = EPAC2 (human) agonism. 360,000 compounds, 0.079% hits. EPAC2 activation, biochemical qHTS; response scale: 100% = 6.5 mM cAMP response. Q8WZA2. Potency, µM (top dose mostly 154 µM), inactives show top-dose activation, actives largely listed as activators; further: potency means the concentration at half of the fitted maximal effect; nearly all actives have a fitted effect of over 50% in size
Target sequence (Q8WZA2 whole entry, looked up): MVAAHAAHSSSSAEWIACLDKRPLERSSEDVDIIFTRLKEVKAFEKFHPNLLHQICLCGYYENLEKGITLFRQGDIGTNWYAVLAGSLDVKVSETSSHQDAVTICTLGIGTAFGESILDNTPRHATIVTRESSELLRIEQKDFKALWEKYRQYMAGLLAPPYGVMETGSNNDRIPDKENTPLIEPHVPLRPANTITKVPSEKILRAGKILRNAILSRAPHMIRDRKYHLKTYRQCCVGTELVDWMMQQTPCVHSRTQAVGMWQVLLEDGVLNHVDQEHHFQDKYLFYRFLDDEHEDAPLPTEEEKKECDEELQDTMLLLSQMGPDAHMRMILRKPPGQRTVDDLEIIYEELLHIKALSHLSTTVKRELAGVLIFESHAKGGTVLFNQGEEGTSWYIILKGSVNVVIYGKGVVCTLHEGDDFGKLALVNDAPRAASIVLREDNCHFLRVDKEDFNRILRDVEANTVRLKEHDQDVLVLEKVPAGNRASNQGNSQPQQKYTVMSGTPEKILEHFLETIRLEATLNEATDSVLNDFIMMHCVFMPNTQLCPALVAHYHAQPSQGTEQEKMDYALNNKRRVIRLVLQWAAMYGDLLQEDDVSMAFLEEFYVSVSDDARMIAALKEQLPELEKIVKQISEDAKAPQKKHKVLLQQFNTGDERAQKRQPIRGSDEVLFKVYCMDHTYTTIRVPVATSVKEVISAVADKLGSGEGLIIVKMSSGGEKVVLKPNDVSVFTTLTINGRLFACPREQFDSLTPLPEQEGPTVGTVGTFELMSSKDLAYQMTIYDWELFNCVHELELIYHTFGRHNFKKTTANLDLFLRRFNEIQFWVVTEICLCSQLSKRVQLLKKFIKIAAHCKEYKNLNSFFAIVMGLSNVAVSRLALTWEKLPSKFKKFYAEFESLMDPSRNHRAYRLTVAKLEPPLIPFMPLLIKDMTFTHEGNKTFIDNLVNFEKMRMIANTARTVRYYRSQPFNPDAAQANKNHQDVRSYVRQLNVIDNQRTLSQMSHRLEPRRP
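Each well held 100 nM EPAC2, 250 nM RAP1B-BODIPY-GDP and 50 uM GDP. Fluorescence, read at 5-min intervals to 30 min, was referenced to a 6.5 mM cAMP positive control.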
Nrf2 inh = blocks Nrf2 signaling | Potency, µM (doses to about 46 µM), without a hit: top-dose activity change, negative = inhibition, hits mostly inhibitors | 360,000 compounds, 2.1% hits | A549 ARE-Fluc reporter, luciferase luminescence, 18-24 h | AID 504444; further: potency means the concentration at half of the fitted maximal effect; on the % scale 0 is the no-effect control and ±100 the full control effect; nearly all actives have a fitted effect of over 60% in size
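A549 ARE_Fluc cells, 5000/well, 5% FBS OPTI-MEM; compounds in dose-response, 18-24 h at 37 °C/5% CO2; CellTiter-Fluor viability read (Ex 405/Em 525), then BugLite luciferase luminescence = Nrf2 activity.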
S2 tox = viability counter-screen for ATXN expression inhibitors. 400,000 compounds, 0.49% hits. S2 cells (HEK-293 line with an ATXN2-luciferase reporter) viability, CellTiter-Fluor protease fluorescence, 24 h. AID 651635. Potency, µM (highest dose often 56.7 µM), actives largely listed as cytotoxic; further: potency means the concentration at half of the fitted maximal effect; nearly all actives have a fitted effect of over 40% in size
TGFb SMAD3 inh = inhibitors of TGF-b signaling. HepG2 CAGA-GFP TGF-b/SMAD3 reporter, GFP fluorescence, 18 h; TGF-beta stimulated, 500 pg/mL final. Potency, µM (doses to about 46.1 µM), for inactives: at the top dose activity, negative = inhibition, actives largely listed as inhibitors. 410,000 compounds, 1.2% hits; further: potency means the concentration at half of the fitted maximal effect; on the % scale 0 is the no-effect control and ±100 the full control effect; nearly all actives have a fitted effect of over 65% in size
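Read-out: total well GFP (ex488/em500-530) summed from mean per-cell fluorescence. Cells: HEPG2 CAGA-GFP, 1% FBS DMEM, 18 h at 37 degrees C with 500 pg/mL final TGF-beta. Unstimulated wells served as the full-inhibition control; stimulated DMSO wells = 0%.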
IL-2 act = activates IL-2 in a cell-based reporter assay; IL-2 activation reporter assay, cell-based qHTS; stimulated with anti-CD3/CD4/CD28 beads; in transgenic mouse T cells; activation, % (series mostly up to about 46 µM); 360,000 compounds, 0.065% hits; in the data active means activation above about 50%; inconclusive means mostly about 30% to 49%; further: 0% is about no effect
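Readout: EGFP and DsRed signals by fluorescent plate cytometry. Unstimulated transgenic mouse T cells received compound 60 min before antibody-bead stimulation, then incubated 18 h at 37 degrees C.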
Starred values were filed as active, the others as inactive; i = inactive; ? = inconclusive; · = no result given; & = joins results of further samples; [ ] = another dose, or the depositor's remark. Unless noted, the call rests on the fitted dose curve; in most records, active means well fitted curve in the direction sought with a large enough effect; inconclusive means small, poorly fitted or top-dose-only effect, or another doubt; inactive means no such curve, though single readings can be large; an effect the other way counts as inactive or inconclusive. Rows were taken by chance; 4.3% or so of the library scored in one or more.

Values run as follows: A549 viability	ATXN2 expr inh	Nrf2 activator	HepG2 tox	EPAC2 agonist	Nrf2 inh	S2 tox	TGFb SMAD3 inh	IL-2 act
> Cc1cc(=O)n2nc(N3CCCC3C(=O)Nc3ccc(C(C)C)cc3)sc2n1 (configuration not stated)
→ -8%	0%	2.4%	-21%	-15%	11%	·	-3%	0.6
> COc1ccc(C2=NS(=O)(=O)N(C)C(C(=O)Nc3ccc(C)cc3)=C2)cc1
→ -12%	7%	3.8%	-26%	6%	?	i	-12%	-2.7
> CC(=O)Nc1ccc(SCCN2CCN(CCc3ccccc3)CCC2=O)cc1
→ -11%	·	·	-67%	·	-33%	·	?	·
> O=C(CN1C(=O)c2ccccc2S1(=O)=O)Nc1ccc(S(=O)(=O)N2CCCCC2)cc1
→ -3%	11%	-0.1%	-2%	-8%	19%	?	5%	1.0
> COc1ccc(Cl)cc1Nc1nc2ccc(C(=O)c3ccccc3)cc2n2cnnc12
→ 8%	·	-1.0%	12%	·	27%	·	-16%	·
> Cc1cc(Cl)n2ncc(-c3ccccc3)c2n1
→ 1%	28%	6.0%	-17%	3%	?	i	1%	-1.0
> Cc1cc(N2CCN(C(=O)c3ccco3)CC2)n2nc(C)nc2n1
→ 5%	9%	-1.0%	5%	2%	14%	i	5%	1.3
> O=C(CSc1nccn(-c2ccc3c(c2)OCCO3)c1=O)Nc1ccccc1
→ -18%	62%[activator]	3.3%	-6%	13%	26%	i	-28%	-1.3
> CC1CN(C(=O)Nc2ccc(C(=O)NCc3ccccc3F)cc2)c2ccccc2S1 (configuration not stated)
→ 14%	12%	2.6%	6%	·	0%	i	-2%	·
> CCCCCC(=O)N1CCN(S(=O)(=O)c2ccc3c(c2)OCCCO3)CC1
→ -5%	-10%	0.4%	-12%	3%	?	?	?	-4.5
> COc1ccc(OC)c(NC(=O)C2CCN(S(=O)(=O)c3ccc(C)cc3)CC2)c1
→ -4%	9%	-0.1%	-16%	·	-7%	i	-3%	·
> O=C(NCCN1CCNC1=O)C1CCC(=O)N(CCc2ccccc2)C1 (configuration not stated)
→ -2%	-1%	-0.4%	0%	2%	2%	i	?	-3.6
> O=C(CSc1nc2c(cnn2-c2ccccc2)c(=O)[nH]1)c1ccc(Cl)cc1
→ -1%	-6%	2.9%	-2%	4%	11%	i	5%	-3.3
> Cc1cc(NC(=O)CSc2nccn2C)no1
→ 5%	-3%	0.1%	-5%	10%	-6%	i	-4%	-1.4
> CCC(=O)c1ccc(OCc2cn(CC(=O)c3ccc(O)cc3)nn2)cc1
→ 1%	-10%	3.7%	-5%	10%	7%	i	-10%	0.2
> CCCn1c(N)c(N(CCOC)C(=O)c2c(CC)noc2C)c(=O)[nH]c1=O
→ -4%	6%	0.4%	-1%	-6%	19%	i	-3%	-1.2
> Cc1occc1C(=O)Nc1cnn(CCCC(=O)O)c1
→ -1%	-6%	0.3%	2%	-2%	7%	i	4%	-2.6
> O=S1(=O)C[C@H](N2CCOCC2)[C@@H](COCc2ccccc2)N1
→ ·	6%	-0.4%	-11%	7%	·	i	-9%	0.8
> O=C1Nc2ccccc2C(=O)N2C[C@@H](O)C[C@H]12
→ 7%	-14%	0.1%	-6%	1%	5%	i	-1%	-0.3
> CN(CC(=O)Nc1ccc(Cl)c(C(F)(F)F)c1)C(=O)c1cccc(N2C(=O)CCC2=O)c1
→ 1%	-1%	-0.8%	3%	-7%	-1%	i	-5%	-0.4
> COc1ccc(F)cc1NC(=O)C1CCN(c2nc(-c3ccc(OC)c(OC)c3)no2)CC1
→ -1%	-16%	7.9%	-15%	·	7%[9.27 µM]	i	19%	·
> Cc1cc2oc3cc(NCCC4CCCN4C)ccc3c(=O)c2cc1C (configuration not stated)
→ 4%	?	-2.5%	-80%	3%	?	·	?	-0.5
> C=CCNC(=O)C1COc2ccccc2O1 (configuration not stated)
→ 6%	32%	-0.8%	3%	6%	1%	i	-1%	3.8
> CCC(Oc1ccccc1)C(=O)OCC(=O)Nc1sccc1C(N)=O (configuration not stated)
→ 2%	-24%	-0.2%	1%	6%	-14%	i	-5%	-0.8
> CC1(OC(=O)CCc2ccccc2)C(=O)C=C2C=C(c3ccc(C#N)cc3)N(c3ccccc3)C=C2C1=O (configuration not stated)
→ -18%	0%	3.0%	-77%	20%	-15%	i	-8%	-0.4
> C[C@H](CCC(=O)O)[C@H]1CC[C@H]2[C@@H]3CC[C@@H]4C[C@H](O)CC[C@]4(C)[C@H]3C[C@H](O)[C@]12C
→ -1%&-2%&-6%	4%&4%&-10%	0.3%&-1.0%&0.1%	1%&-19%&-12%	-1%&-3%&9%	?	i	11%&-3%&-1%	-0.2&-0.2&0.4
> CC(C)c1ccc(S(=O)(=O)N2CCN(C(=O)CN3C(=O)NC(C)(c4ccccc4)C3=O)CC2)cc1 (configuration not stated)
→ -12%	2%	0.2%	-7%	-9%	2%	i	0%	-5.1
> CCn1c(SCC(=O)O)nnc1-c1ccccc1OC
→ 0%	48%[activator]	0.0%	14%	4%	-8%	i	28%	-0.8
> O=C(Cn1nnc(-c2cccs2)n1)OC1CCCCC1
→ -22%	-1%	-0.4%	-2%	19%	-9%	i	15%	0.9
> CC(NC(=O)c1c2c(nc3ccccc13)C(=O)N(C1CCCCC1)C2)c1ccccc1 (configuration not stated)
→ -21%	·	0.2%	-16%	·	?	·	25%	·

A run of entries of the results above, as a working copy:
Values run as follows: A549 viability	ATXN2 expr inh	Nrf2 activator	HepG2 tox	EPAC2 agonist	Nrf2 inh	S2 tox	TGFb SMAD3 inh	IL-2 act
> CCCn1c(N)c(N(CCOC)C(=O)c2c(CC)noc2C)c(=O)[nH]c1=O
→ -4%	6%	0.4%	-1%	-6%	19%	i	-3%	-1.2
> Cc1occc1C(=O)Nc1cnn(CCCC(=O)O)c1
→ -1%	-6%	0.3%	2%	-2%	7%	i	4%	-2.6

Compounds from the list above containing a thiophene ring, fused or not (2):
Values run as follows: A549 viability	ATXN2 expr inh	Nrf2 activator	HepG2 tox	EPAC2 agonist	Nrf2 inh	S2 tox	TGFb SMAD3 inh	IL-2 act
> CCC(Oc1ccccc1)C(=O)OCC(=O)Nc1sccc1C(N)=O (configuration not stated)
→ 2%	-24%	-0.2%	1%	6%	-14%	i	-5%	-0.8
> O=C(Cn1nnc(-c2cccs2)n1)OC1CCCCC1
→ -22%	-1%	-0.4%	-2%	19%	-9%	i	15%	0.9

Going on with the list.
molecule	A549 viability	ATXN2 expr inh	Nrf2 activator	HepG2 tox	EPAC2 agonist	Nrf2 inh	S2 tox	TGFb SMAD3 inh	IL-2 act
O=C1c2ccc(-c3ccc(Cl)c(C(F)(F)F)c3)cc2S(=O)(=O)c2cccc(C(=O)N3CCN(c4ccc(Cl)cn4)CC3)c21	-7%	-5%	-0.1%	0%	-2%	-7%	i	13%	0.0
COc1cccc(C(C)(O)c2nc(-c3csc4ccccc34)cs2)c1 (configuration not stated)	·	6%	6.8%	-49%	6%	·	i	18µM*	-0.3
O=C1CC(Cc2ccccc2)C(=O)N1CCc1ccc2c(c1)OCO2 (configuration not stated)	-4%	-2%	3.3%	0%	-19%	-2%	i	-3%	-0.3
CCN(CC)S(=O)(=O)c1ccc2[nH]c(=O)cc(C(=O)NCC(c3ccco3)N3CCCC3)c2c1 (configuration not stated)	0%	-5%	-0.1%	-1%	4%	-17%	i	-4%	3.9
COc1ccc(OC)c(C2C(C(=O)Nc3ccc(C)cc3C)=C(C)Nc3c(C(=O)Nc4ccc(F)cc4)cnn32)c1 (configuration not stated)	2%	·	3.9%	-13%	·	13%	·	?	·
CCn1c2ccccc2c2cc(NC(=O)c3ccccc3-c3ccccc3C(=O)O)ccc21	1%	·	0.1%	3%	2%	-3%	i	-2%	1.5
Cc1nnc(NC(=O)c2oc3ccccc3c2C)s1	1%	27%	19%	-9%	5%	?	i	0%	-1.6
CC(C)Cn1c(=O)c2ccccc2n2c(CCC(=O)NC3CCN(Cc4ccccc4)CC3)nnc12	-1%	-2%	-0.3%	7%	6%	-14%	i	-1%	-4.8
COc1ccc(-n2ccnc(NCc3ccc(C)cc3)c2=O)cc1OC	0%	-12%	4.3%	-4%	·	?	i	-5%	·
COCc1ccc(CN2CCCC(C(=O)Nc3ccccc3-c3ccc(OC)cc3)C2)o1 (configuration not stated)	-7%	4%	-0.3%	-13%	0%	-13%	i	0%	0.3
NNC(=O)CN1C(c2ccc(Cl)cc2)=Nc2ccc(Br)cc2C1c1ccccc1 (configuration not stated)	-7%	-9%	-0.2%	-27%	9%	-3%	i	-3%	0.8
C[C@H]1CN([C@@H](C)CO)C(=O)CCCn2nncc2CO[C@@H]1CN(C)Cc1cccc2c1OCCCO2	·	-5%	-0.6%	-10%	17%	·	i	1%	1.1
CCn1cc(C(=O)OCC(=O)Nc2cccc(S(=O)(=O)N3CCOCC3)c2)c(=O)c2ccc(C)nc21	0%	-8%	-0.6%	-8%	12%	·	i	-10%	-2.9
O=C(Nc1ncccn1)c1cccc(Cl)c1	-5%	·	1.1%	1%	8%	0%	·	11%	1.9
Cc1ccc(NCc2nnc(SCC(=O)NCCc3ccccc3)n2C)cc1	10%	-2%	2.8%	-8%	5%	8%	i	-4%	0.0
